Pf growth 96h: P. falciparum growth inhibition at 96 hours; P. falciparum luciferase reporter growth, 96 h; Potency, µM (highest dose often 28.7 µM), without a hit: top-dose activity change, negative = inhibition, actives largely listed as inhibitors; 320,000 compounds, 6.9% hits
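Parasite growth measured via integrated firefly luciferase reporter in P. falciparum. Infected erythrocytes at 2% hematocrit, 0.05% parasitemia final were treated 96 hours at 37 C under 5% CO2, and luminescence was read.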
HCV inh: inhibitors of hepatitis C virus infection; Huh7.5.1 HCVcc-Cre infection, luciferase reporter, 44 h; Potency, µM (highest dose often 41.8 µM), inactives show at the highest dose activity change, negative = inhibition, actives largely listed as inhibitors; 340,000 compounds, 3.4% hits
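Antiviral activity was scored by luciferase reporter output from cells infected with HCVcc-Cre (~0.5 moi) in presence of compound, 44 h infection period, cells seeded 1,000/well 4 h prior.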
Sm TGR block: inhibitors of Schistosoma mansoni thioredoxin glutathione reductase | Potency, µM (titrated, usually from 114 µM), inactives show at the top dose activity change, negative = inhibition, usual class: inhibitors | AID 485364 | purified TGR, DTNB reduction, TNB absorbance 405 nm | 360,000 compounds, 3% hits; also: nearly all actives have a fitted effect of over 60% in size
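Kinetic colorimetric format: TGR-catalysed, NADPH-driven DTNB reduction monitored via TNB absorbance. Enzyme dispensed at 20 nM; compound exposure 15 min at room temperature before reaction start.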
TbPYK inhibitor: T. brucei pyruvate kinase inhibition | Q57TT1 | TbPYK enzyme, Kinase-Glo Plus ATP luminescence, 45 min | Potency, µM (top dose mostly 76.8 µM), for inactives: at the top dose activity, negative = inhibition, most hits filed as inhibitors | 410,000 compounds, 0.12% hits; also: nearly all actives have a fitted effect of over 50% in size
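TbPYK + substrate in 50 mM TEA pH 7.2, 100 mM KCl, 10 mM MgCl2, 0.05% BSA, 0.01% Tween-20; cpd pinned; ADP 130 uM final; 45 min RT; Kinase-Glo Plus 10 min; luminescence endpoint.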
Pf growth 48h: P. falciparum growth inhibition at 48 hours (one generation); P. falciparum luciferase growth in erythrocytes, 48 h; Potency, µM (highest dose often 28.7 µM), for inactives: at the highest dose activity change, negative = inhibition, most hits filed as inhibitors; 310,000 compounds, 5.9% hits; AID 504832
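Luciferase-expressing parasites in RBCs, 2% Hct / 0.1% parasitemia final; RPMI 1640 + 0.5% Albumax; 37 C, 5% CO2, one generation; luminescence read-out, lower signal = inhibition.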
LmPK inhibitor: blocks Leishmania mexicana pyruvate kinase activity. Q27686. purified LmPK, Kinase-Glo ATP luminescence, 1 h. Potency, µM (series often up to 57.5 µM), inactives show top-dose activity change, negative = inhibition, most hits filed as inhibitors. 290,000 compounds, 0.37% hits. AID 1721
Target sequence (Q27686 whole entry, looked up): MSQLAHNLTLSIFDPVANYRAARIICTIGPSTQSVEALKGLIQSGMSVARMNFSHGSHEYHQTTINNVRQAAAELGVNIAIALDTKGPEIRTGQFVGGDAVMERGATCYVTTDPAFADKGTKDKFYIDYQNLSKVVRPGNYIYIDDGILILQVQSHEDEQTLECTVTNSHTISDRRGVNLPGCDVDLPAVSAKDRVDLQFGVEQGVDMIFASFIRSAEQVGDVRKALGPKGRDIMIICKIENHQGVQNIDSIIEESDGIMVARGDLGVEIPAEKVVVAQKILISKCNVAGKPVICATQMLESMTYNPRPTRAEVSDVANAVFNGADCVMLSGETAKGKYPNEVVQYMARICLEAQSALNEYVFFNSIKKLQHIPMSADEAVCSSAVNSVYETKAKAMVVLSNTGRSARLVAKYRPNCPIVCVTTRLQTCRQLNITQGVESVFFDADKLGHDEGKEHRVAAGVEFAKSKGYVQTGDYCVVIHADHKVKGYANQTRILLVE
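qHTS format; LmPK 0.1 nM; substrates PEP 0.5 mM and ADP 0.1 mM. One-hour room-temperature incubation, then coupled luciferase luminescence; 0.5 nM enzyme wells mark activation.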
Numbers without * were called inactive; ? = inconclusive; nt = no result given; [ ] = another dose, or the depositor's remark. Calls follow the shape of the dose curve; as a rule, active = well fitted curve in the direction sought with a large enough effect; inconclusive = small, poorly fitted or top-dose-only effect, or another doubt; inactive = no such curve, though single readings can be large; an effect the other way counts as inactive or inconclusive. % is scaled to controls: 0 for no effect and ±100 for the full control effect; potency is read from the fitted curve at half-maximal effect.

SMILES | Pf growth 96h | HCV inh | Sm TGR block | TbPYK inhibitor | Pf growth 48h | LmPK inhibitor
NC12CC3CC(C1)CC(O)(C3)C2 | 10.4µM* | 0.1% | -5.5% | 0.7% | 15.2% | -0.2%
COc1ccc(CCN2CC(C(=O)N3CCN(C(C)=O)CC3)CCC2=O)cc1 (stereo not given) | -18.8% | 11.4% | -24.1% | -5.8% | 0.0% | -9.3%
Cc1ccnn1-c1ccc(C(=O)N2CCCN(S(=O)(=O)c3ccc(F)cc3)CC2)cc1 | ? | 2.7% | -2.7% | -3.6% | ? | nt
COCCCN1CN(S(=O)(=O)c2cccs2)c2nc3ccccc3nc21 | ? | -28.2% | ? | 7.6% | -9.9% | -5.7%
Cc1ccc(S(=O)(=O)NCCC(=O)NNC(=O)c2ccccc2O)cc1C | 7.9% | 3.16µM* | -1.9% | -2.8% | -4.7% | nt
CCCCc1nc(NCCN)c(C#N)c2c1CSC(C)(C)C2 | ? | ? | -3.2% | -0.6% | nt | 1.6%
N#CC1=C(S)N(c2ccccc2)C(c2ccc(-c3cccc(Cl)c3)o2)NC1=O (stereo not given) | 31.8%[activator] | -8.3% | -32.2% | -10.7% | -3.1% | 0.2%
COc1cccc(-n2nnc3c(=O)n(CC(=O)Nc4ccc(C)cc4)cnc32)c1 | 20.6% | 7.4% | 3.6% | 2.2% | 33.1%[1.15 µM] | 0.7%
Cc1cc(S(=O)(=O)N2CCCOC2CNC(=O)C(=O)NCc2cccs2)ccc1F (stereo not given) | ? | -19.5% | -1.9% | 0.6% | -13.2% | 1.1%
CCNc1c([N+](=O)[O-])ncn1C | nt | ? | 4.1% | -11.0% | 6.8% | -9.5%
O=C(Nc1nc(-c2ccccc2)c(C(=O)c2ccccc2)s1)c1ccc(S(=O)(=O)N2CCCC2)cc1 | 0.0% | -7.0% | 4.4% | -17.0% | 7.0% | 0.6%
COc1ccc(NC(=O)CSc2nnc(C)n2Cc2ccccc2)cc1 | -18.1% | -5.3% | -0.9% | -5.0% | 22.9% | 0.0%
COc1ccccc1C(=O)COC(=O)CCN=C1NS(=O)(=O)c2ccccc21 | -7.0% | 12.0% | 0.1% | 3.9% | 4.1% | nt
C[C@@H]1CC=C[C@H]2[C@H]1C(=O)N(Cc1ccccc1)[C@H]2c1ccc(-c2ccc(F)cc2)cc1F | ? | -10.9% | -3.1% | 3.8% | ? | -4.3%
COC(=O)[C@H](C(C)C)n1c(C)c(C(C)=O)c(C(C)=O)c1C | 7.7% | -0.8% | 8.0% | -4.9% | 5.3% | -0.8%

An excerpt taken from the entries so far, as a working copy:
SMILES | Pf growth 96h | HCV inh | Sm TGR block | TbPYK inhibitor | Pf growth 48h | LmPK inhibitor
NC12CC3CC(C1)CC(O)(C3)C2 | 10.4µM* | 0.1% | -5.5% | 0.7% | 15.2% | -0.2%
COc1ccc(CCN2CC(C(=O)N3CCN(C(C)=O)CC3)CCC2=O)cc1 (stereo not given) | -18.8% | 11.4% | -24.1% | -5.8% | 0.0% | -9.3%
Cc1ccnn1-c1ccc(C(=O)N2CCCN(S(=O)(=O)c3ccc(F)cc3)CC2)cc1 | ? | 2.7% | -2.7% | -3.6% | ? | nt
COCCCN1CN(S(=O)(=O)c2cccs2)c2nc3ccccc3nc21 | ? | -28.2% | ? | 7.6% | -9.9% | -5.7%

Whole records from above:
CCCCc1nc(NCCN)c(C#N)c2c1CSC(C)(C)C2 across the screens: Pf growth 96h = ?; HCV inh = ?; Sm TGR block = -3.2%; TbPYK inhibitor = -0.6%; Pf growth 48h = nt; LmPK inhibitor = 1.6%
COc1ccc(NC(=O)CSc2nnc(C)n2Cc2ccccc2)cc1 across the screens: Pf growth 96h = -18.1%; HCV inh = -5.3%; Sm TGR block = -0.9%; TbPYK inhibitor = -5.0%; Pf growth 48h = 22.9%; LmPK inhibitor = 0.0%

Following part
SMILES | Pf growth 96h | HCV inh | Sm TGR block | TbPYK inhibitor | Pf growth 48h | LmPK inhibitor
O=C(O)/C(=C/c1ccco1)NC(=O)c1ccccc1 | -13.5% | 6.1% | ? | -8.0% | 2.7% | 8.3%
CC1(C)NC(=O)N(CCOCCOc2ccccc2)C1=O | 20.3% | 4.0% | 5.0% | 2.2% | nt | 0.0%
O=[N+]([O-])c1cccc2c([As](=O)(O)O)cccc12 | 0.465µM* | ? | -27.2% | 2.0% | 0.738µM* | -0.8%
Cn1cc(C(CC(=O)O)C(=O)O)c2ccccc21 (stereo not given) | -34.7% | 1.5% | -16.9% | -6.1% | nt | 4.8%
Nc1nnc(SCC(=O)OCC(=O)Nc2ccccc2)s1 | 5.2% | -5.3% | -1.2% | 9.2% | 61.2%[activator] | 1.0%
CCNC(=O)NC(=O)C(C)OC(=O)c1c(C)nn(Cc2ccccc2Cl)c1Cl (stereo not given) | 11.7µM* | ? | 1.3% | -4.9% | ? | 2.7%
Cc1cc2[nH]c(=O)c(=O)[nH]c2cc1S(=O)(=O)Nc1cccc(C)c1C | 26.0% | 1.9% | 2.9% | 3.3% | 0.0% | -0.3%
CCOC(=O)c1c(C)c(C(=O)NCc2ccco2)c(C)n1C | -27.3% | -12.1% | 0.1% | -9.2% | 0.7% | 4.1%
Cn1c(SCC(=O)NCc2cccs2)nnc1-c1ccc(O)cc1 | 0.0% | 1.5% | 14.2% | 1.0% | 2.7% | 3.2%
CCOc1ccc(C(=O)O)cc1OC | -27.5% | 7.8% | -37.7% | -0.9% | 15.2% | 0.8%
CSc1nc(-c2ccccc2)nc(C(C)C)n1 | -4.1% | 3.1% | -4.2% | 1.6% | 40.3%[activator] | nt
O=C(Nc1ccc(F)cc1F)c1sccc1SCc1cccc(C(F)(F)F)c1 | ? | 2.3% | -1.2% | -2.8% | 12.3% | -1.5%
CCOC(=O)NN1C(=O)c2ccccc2NC1c1ccccc1F (stereo not given) | -24.5% | 16.8% | 3.2% | -2.8% | 10.5% | -1.8%
COc1cc(CNc2ccc3[nH]c(=O)[nH]c3c2)ccc1OCc1cccc(C)c1 | -4.0% | 6.31µM* | ? | 2.0% | 0.2% | 3.8%
O=C1CCCc2c1cc(C(=O)NC1CCSC1=O)c(=O)n2-c1ccccc1 (stereo not given) | 127.9%[activator] | 8.3% | 35.5µM* | -8.4% | nt | -9.5%
CC(=O)Nc1ccc2nc3ccccc3nc2c1 | 218.7%[activator] | 0.9% | ? | -16.6% | 169.2%[activator] | -13.4%
Cc1cc[n+](CC(=O)c2ccc(NC(=O)c3ccccc3)cc2)c2ccccc12 | ? | -12.0% | -0.6% | -10.2% | 1.65µM* | -0.2%
O=c1c2c(nc3nc(NCc4ccccc4Cl)[nH]n13)CCC2 | 0.6% | nt | ? | nt | 2.3% | -9.8%
CCc1sc(C(=O)NCc2ccco2)cc1C | 15.0% | -10.1% | -0.7% | -11.5% | -2.5% | 1.8%
COC(=O)c1[nH]c2ccc(F)cc2c1NC(=O)CCN1CCN(Cc2ccc3c(c2)OCO3)CC1 | -1.3% | ? | -25.8% | 0.1% | 11.7µM* | 1.1%
CCOC(=O)c1cc2sc(C)cc2n1CC(=O)NCCc1ccccc1 | ? | ? | -35.7% | -0.2% | nt | 2.1%
Cn1nnnc1SC(C(=O)Nc1cccc(C(F)(F)F)c1)c1ccccc1 (stereo not given) | 8.6% | -2.9% | -12.6% | -1.1% | -5.4% | 5.6%
O=C(COc1ccccc1F)NC1CCN(Cc2ccccc2)CC1 | -17.6% | 8.1% | 5.3% | 6.3% | nt | -5.5%
O=C(NNS(=O)(=O)c1cccc(Cl)c1)c1cc(-c2ccc(F)cc2)nc2ccccc12 | 15.7% | -12.4% | 0.5% | 8.2% | -8.8% | 2.5%
Cc1ccc(F)c(NC(=O)c2cncn2-c2ccccc2)c1 | 14.7% | 16.6% | 0.1% | 2.4% | 6.2% | 5.1%
COc1ccc(CNC(=O)c2csc3c2CCCC3)cc1 | -20.4% | -4.2% | -10.6% | -8.5% | -4.2% | nt
O=C1N(Cc2cccnc2)C[C@@H]2C[C@@H](c3ccccc3C#Cc3ccccc3)N3CCC[C@@]123 | ? | ? | ? | -3.2% | ? | -2.4%
Cc1ccc(C)c(-c2cc(C(=O)N/N=C/c3cccnc3)c3ccccc3n2)c1 | 4.65µM* | -5.4% | -0.5% | 0.1% | ? | 1.0%
COc1ccccc1CCC(=O)Nc1ccc(OC)c(S(=O)(=O)N2CCCCC2)c1 | ? | 11.2µM* | 9.7% | 0.7% | ? | nt
OCCCNCc1ccc(N(c2ccccc2)c2ccccc2)cc1 | 2.33µM* | ? | 0.1% | 1.2% | ? | 1.8%
CCS(=O)(=O)c1nc(S(=O)(=O)c2ccc(Cl)cc2)c(N2CCCC2)s1 | 11.8% | 1.3% | ? | -5.0% | ? | 0.8%
O=C(Nc1cc(Cl)ccc1N1CCOCC1)c1cnccn1 | 9.2% | ? | 1.7% | 5.3% | -10.7% | 2.9%
CC(C)CCN1C(=O)CC(NNC(=O)c2ccc(S(=O)(=O)N3CCCC3)cc2)C1=O (stereo not given) | -9.7% | 6.8% | ? | -5.4% | -21.9% | 4.6%
COc1ccc(N2CCN(C(=O)C3(C)CC3(Cl)Cl)CC2)cc1 (stereo not given) | ? | -5.5% | -9.0% | 28.4% | -4.1% | 1.6%
CC1(C)CC2CC(C)(CN2C(=O)C23CCC(C)(C(=O)O2)C3(C)C)C1 (stereo not given) | ? | 8.2% | 1.7% | 1.8% | -20.3% | -1.7%
CCOc1ccc(NC(=O)c2ccco2)cc1S(=O)(=O)N1CCCC1 | ? | 1.2% | -27.7% | 1.0% | ? | nt
CCOC(=O)c1c(NC(=O)Cc2cccs2)sc(C(=O)N2CCCCC2)c1C | nt | -25.3% | 2.4% | 0.7% | ? | 1.2%
CCOc1ccc(C(=O)NCC(=O)N2CCC3CCCCC3C2)cc1OCC (stereo not given) | -16.2% | -0.3% | 3.4% | 2.1% | -11.2% | -3.6%
CCCCC(CC)C1OCC(CN2CCCCC2)O1 (stereo not given) | -0.4% | 11.6% | 14.3% | 1.1% | 22.7% | -4.6%
CN(C(=O)CC1C(=O)NCCN1Cc1cccc(F)c1F)C1CCOCC1 (stereo not given) | ? | 36.6%[activator] | ? | 2.8% | 3.6% | -13.2%
O=C(CCN1CCOCC1)NC1CCCN(Cc2ccccc2F)C1 (stereo not given) | 7.9% | 38.0%[activator] | 2.7% | 0.5% | 3.2% | -4.1%
CCc1ccc2[nH]c(O)c(N=NC3=NC(=O)CS3)c2c1 | ? | 13.6% | 5.1% | 3.1% | 33.9% | 2.5%
CN(C)CCCN(C(=O)CCS(=O)(=O)c1ccccc1)c1nc2cc3c(cc2s1)OCO3 | 23.4% | ? | 3.98µM* | 3.2% | 18.0% | -0.1%
Cc1ccc(C(=O)NC(C(=O)NC2CCCC2)c2ccccc2)cc1 (stereo not given) | -2.9% | 5.1% | -14.2% | -0.3% | 6.5% | 3.0%
COCCSc1ccccc1C(=O)Nc1ccc(Br)cc1 | -4.0% | -13.7% | -18.8% | 0.8% | -23.0% | 0.8%
C=CCOc1ccc(C(=O)NC2CCCCC2)cc1 | nt | -21.8% | -16.6% | -4.0% | 124.8%[activator] | -3.5%
CCOc1cc2c(cc1OC)C(NC(=O)c1ccco1)CC2=O (stereo not given) | 34.3%[activator] | 7.1% | -1.5% | 0.1% | 15.4% | 2.3%
CC(C)c1ccc(NC(=O)[C@H](Cc2c[nH]c3ccccc23)NC(=O)[C@@H]2Cc3ccccc3CN2)cc1 | ? | 4.47µM* | 6.8% | 3.5% | ? | -4.9%

Assay outcomes deposited in PubChem by National Center for Advancing Translational Sciences (NCATS).
